Bioassay records as filed in PubChem BioAssay.
TcdB inh: TcdB glycohydrolase inhibitors, primary screen, biochemical, single point, plate reader | TcdB glycohydrolase enzymatic assay | Toxin B (Clostridioides difficile), P18177 | inhibition, % at 9.99 µM | actives 0.24% (n = 350,000) | AID 652162, 2013; in the data active = inhibition above about 10%
Target sequence (P18177 whole entry, looked up): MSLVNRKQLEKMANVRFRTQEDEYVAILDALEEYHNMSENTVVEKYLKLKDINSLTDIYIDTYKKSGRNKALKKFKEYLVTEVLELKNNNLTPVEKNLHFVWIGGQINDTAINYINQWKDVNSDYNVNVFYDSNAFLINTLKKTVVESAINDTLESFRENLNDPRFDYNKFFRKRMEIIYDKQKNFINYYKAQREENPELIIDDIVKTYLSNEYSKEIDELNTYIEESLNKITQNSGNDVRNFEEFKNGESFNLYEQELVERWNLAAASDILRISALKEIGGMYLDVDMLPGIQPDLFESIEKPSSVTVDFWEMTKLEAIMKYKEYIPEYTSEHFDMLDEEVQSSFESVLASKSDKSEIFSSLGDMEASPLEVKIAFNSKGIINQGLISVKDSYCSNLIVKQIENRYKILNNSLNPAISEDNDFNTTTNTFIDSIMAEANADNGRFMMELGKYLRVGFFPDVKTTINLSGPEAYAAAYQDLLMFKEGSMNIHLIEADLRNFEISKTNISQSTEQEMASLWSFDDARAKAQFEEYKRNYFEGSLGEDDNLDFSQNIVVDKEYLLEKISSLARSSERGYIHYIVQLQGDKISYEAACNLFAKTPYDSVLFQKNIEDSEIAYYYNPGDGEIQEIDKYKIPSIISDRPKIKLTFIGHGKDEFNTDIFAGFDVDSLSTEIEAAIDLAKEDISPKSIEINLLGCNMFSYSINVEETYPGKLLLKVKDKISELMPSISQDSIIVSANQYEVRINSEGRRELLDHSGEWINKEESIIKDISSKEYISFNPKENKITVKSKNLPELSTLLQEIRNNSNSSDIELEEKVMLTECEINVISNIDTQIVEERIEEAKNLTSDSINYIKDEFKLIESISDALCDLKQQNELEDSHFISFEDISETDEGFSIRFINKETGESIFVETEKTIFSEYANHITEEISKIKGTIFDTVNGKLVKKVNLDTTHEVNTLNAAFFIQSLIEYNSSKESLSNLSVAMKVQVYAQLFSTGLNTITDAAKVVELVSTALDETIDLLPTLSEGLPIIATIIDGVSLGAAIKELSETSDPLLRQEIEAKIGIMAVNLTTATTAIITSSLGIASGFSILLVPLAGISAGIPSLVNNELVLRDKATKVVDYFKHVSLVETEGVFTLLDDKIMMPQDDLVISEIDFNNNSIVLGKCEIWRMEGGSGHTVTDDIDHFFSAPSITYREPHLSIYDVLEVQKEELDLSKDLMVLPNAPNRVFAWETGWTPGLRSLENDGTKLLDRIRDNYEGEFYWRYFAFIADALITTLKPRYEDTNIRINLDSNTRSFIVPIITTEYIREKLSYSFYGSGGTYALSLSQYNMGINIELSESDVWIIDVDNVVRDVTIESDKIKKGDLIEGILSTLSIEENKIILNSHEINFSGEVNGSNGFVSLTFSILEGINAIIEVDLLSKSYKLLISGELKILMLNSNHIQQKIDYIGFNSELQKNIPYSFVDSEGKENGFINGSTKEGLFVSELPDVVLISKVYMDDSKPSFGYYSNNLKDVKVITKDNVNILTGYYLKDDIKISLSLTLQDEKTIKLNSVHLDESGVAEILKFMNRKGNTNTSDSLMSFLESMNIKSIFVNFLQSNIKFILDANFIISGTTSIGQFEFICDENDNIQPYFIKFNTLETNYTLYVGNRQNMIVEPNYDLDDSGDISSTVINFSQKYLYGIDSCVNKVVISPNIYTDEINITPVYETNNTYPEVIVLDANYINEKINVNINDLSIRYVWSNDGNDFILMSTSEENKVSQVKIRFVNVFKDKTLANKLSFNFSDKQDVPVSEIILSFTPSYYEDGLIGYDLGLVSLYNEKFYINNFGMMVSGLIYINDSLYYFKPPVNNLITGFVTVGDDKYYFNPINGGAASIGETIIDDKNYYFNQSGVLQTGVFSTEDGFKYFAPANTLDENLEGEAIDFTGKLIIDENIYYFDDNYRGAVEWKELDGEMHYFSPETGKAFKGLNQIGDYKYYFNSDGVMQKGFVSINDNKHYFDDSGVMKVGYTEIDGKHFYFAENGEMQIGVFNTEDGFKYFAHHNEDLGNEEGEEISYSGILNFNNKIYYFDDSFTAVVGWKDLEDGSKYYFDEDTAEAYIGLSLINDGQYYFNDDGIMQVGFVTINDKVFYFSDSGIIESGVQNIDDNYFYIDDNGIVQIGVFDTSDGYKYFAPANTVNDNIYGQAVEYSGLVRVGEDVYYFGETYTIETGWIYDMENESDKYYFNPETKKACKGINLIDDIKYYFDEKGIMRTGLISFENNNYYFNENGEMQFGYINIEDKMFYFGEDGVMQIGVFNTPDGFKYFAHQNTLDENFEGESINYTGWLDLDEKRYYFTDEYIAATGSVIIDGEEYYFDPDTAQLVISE
Numbers without * were called inactive; & = joins results of further samples. Some of the compounds tested (hit frequency here may not be typical).

For COc1ccc(C#Cc2cnc3c(c2)C(=O)N([C@@H](C)CO)C[C@H](C)[C@@H](CN(C)C(=O)CN(C)C)O3)cc1 the results were TcdB inh 1.4.
CCCN(C)C[C@H]1Oc2cc(-c3ccccc3OC)ccc2S(=O)(=O)N([C@@H](C)CO)C[C@H]1C was read as TcdB inh 0.4.
For COc1ccc(CN(C)C[C@@H]2OCCCC[C@H](C)Oc3ccc(NS(=O)(=O)c4ccc(F)cc4)cc3C(=O)N([C@H](C)CO)C[C@@H]2C)cc1 the results were TcdB inh 2.0.
For CN1c2ccc(-c3ccccc3)cc2[C@H]2[C@H](CCN2C(=O)CC2CC2)[C@@H]1CO the results were TcdB inh 0.4.
For CN1[C@@H]2CNc3ccccc3[C@@H]2[C@@H]1CO the results were TcdB inh -1.2.
CCCN(C)C[C@H]1Oc2ncc(-c3cccc(C#N)c3)cc2C(=O)N([C@H](C)CO)C[C@@H]1C was read as TcdB inh -0.9.
COCCNC[C@@H]1[C@@H](c2ccccc2)[C@@H](CO)N1c1nc(C)c(C)s1 was read as TcdB inh 0.6.
O=C(Cc1ccccn1)NCC[C@H]1CC[C@@H](NS(=O)(=O)c2ccccc2)[C@H](CO)O1 was read as TcdB inh 0.5.
`CO[C@@H]1CN(C)C(=O)c2cc(NC(=O)c3cc(C)on3)ccc2OC[C@H](C)N(C(C)=O)C[C@@H]1C` gave TcdB inh -0.9.
`CO[C@H]1CC[C@H]2CCN(C)C(=O)[C@H](C)N(C)C(=O)c3cc(C#N)ccc3OC[C@@H]1O2` gave TcdB inh -0.2.
Screening C[C@@H]1CN([C@@H](C)CO)C(=O)c2cccc(NC(=O)C3CC3)c2O[C@H]1CN(C)Cc1ccc(Oc2ccccc2)cc1 returned TcdB inh -0.6.
Screening O=C([C@@H]1[C@@H](CO)[C@@H]2Cn3c(ccc(-c4cncnc4)c3=O)[C@@H]2N1CC1CC1)N1CCCCC1 returned TcdB inh -0.1.
`C[C@@H]1CCCCO[C@@H](CN(C)C(=O)c2ccccc2)[C@@H](C)CN([C@H](C)CO)C(=O)c2cc(NC(=O)C3CCCCC3)ccc2O1` gave TcdB inh -0.6.
For O=C(C[C@@H]1CC[C@H](NS(=O)(=O)c2ccc(F)cc2)[C@H](CO)O1)N1CCc2ccccc2C1 the results were TcdB inh -0.1.
CC(C)C#Cc1ccc([C@H]2[C@@H](CO)N3C(=O)CN(C(=O)C4CCCCC4)C[C@H]23)cc1 was read as TcdB inh 0.4.
`O=C(N[C@@H]1CC[C@@H](CCn2cc(-c3ccccc3)nn2)O[C@@H]1CO)c1ccccc1F` gave TcdB inh -0.3.
CN1C(=O)c2cc(NC(=O)C3CCCCC3)ccc2OC[C@H]2O[C@@H](CC(=O)NCC3CCCCC3)CC[C@H]21 was read as TcdB inh -0.2.
For O=C(C[C@H]1C[C@H]2c3cc(NC(=O)C4CCC4)ccc3O[C@H]2[C@H](CO)O1)NCC1CC1 the results were TcdB inh -0.2.
Screening C[C@H](CO)N1C[C@H](C)[C@@H](CN(C)C(=O)Nc2ccc(C(F)(F)F)cc2)OCCCC[C@H](C)Oc2ccc(NS(=O)(=O)c3ccc(F)cc3)cc2C1=O returned TcdB inh 0.1.
O=C(Nc1cccc(F)c1)N1C[C@@H]2[C@H](c3ccccc31)[C@H](CO)N2C(=O)c1ccccn1 was read as TcdB inh 1.1.
C[C@@H]1CCCCO[C@H](CN(C)S(=O)(=O)c2cn(C)cn2)[C@H](C)CN([C@@H](C)CO)C(=O)c2cc(NC(=O)NC3CCCCC3)ccc2O1 was read as TcdB inh 1.2.
For C[C@H](CO)N1C[C@H](C)[C@@H](CN(C)S(=O)(=O)c2ccc(C#N)cc2)OCc2ccccc2-c2c(n(C)c3ccccc23)C1=O the results were TcdB inh 0.7.
For CCCc1cn(CC[C@H]2CC[C@@H](NC(=O)Cc3cccnc3)[C@H](CO)O2)nn1 the results were TcdB inh -0.8.
C[C@@H]1CN([C@H](C)CO)C(=O)CCCn2cc(nn2)CO[C@H]1CN(C)Cc1cccnc1 was read as TcdB inh -0.3.
Cc1noc(C)c1S(=O)(=O)Nc1ccc2c(c1)C(=O)N([C@@H](C)CO)C[C@H](C)[C@@H](CN(C)S(=O)(=O)c1ccc(F)cc1)OCCCC[C@H](C)O2 was read as TcdB inh 0.9.
For O=C(Cc1ccncc1)NCC[C@@H]1CC[C@@H](NC(=O)C2CCCC2)[C@H](CO)O1 the results were TcdB inh -1.2.
Screening C[C@H](CO)N1C[C@H](C)[C@H](CN(C)S(=O)(=O)c2cn(C)cn2)Oc2cc(C3=CCCC3)ccc2S1(=O)=O returned TcdB inh -0.1.
`CO[C@@H](CN(C)Cc1ccc2c(c1)OCO2)[C@@H](C)CN(C(=O)c1ccccc1)[C@H](C)CO` gave TcdB inh -7.5.
For CC(C)NC(=O)N(C)C[C@H]1Oc2ncc(C#Cc3ccc(F)cc3)cc2C(=O)N([C@@H](C)CO)C[C@H]1C the results were TcdB inh 0.8.
CC(C)NC(=O)N(C)C[C@H]1Oc2ncc(C3=CCCCC3)cc2C(=O)N([C@@H](C)CO)C[C@@H]1C was read as TcdB inh -0.9.
`COc1ccc(S(=O)(=O)Nc2cccc3c2O[C@@H](CN(C)Cc2ccncc2)[C@H](C)CN([C@@H](C)CO)C3=O)cc1` gave TcdB inh 1.3.
C[C@H](CO)N1C[C@H](C)[C@@H](CN(C)C(=O)CN(C)C)Oc2ncc(/C=C/c3ccccc3)cc2C1=O was read as TcdB inh 1.4.
For Cc1noc(C)c1S(=O)(=O)N(C)C[C@@H]1OCc2ccccc2-c2c(n(C)c3ccccc23)C(=O)N([C@@H](C)CO)C[C@@H]1C the results were TcdB inh -0.4.
O=S(=O)(c1ccccc1F)N1CCCCN2[C@H](C1)[C@H](c1ccc(-c3ccccc3)cc1)[C@@H]2CO was read as TcdB inh -0.3.
For C[C@H](CO)N1C[C@H](C)[C@H](CN(C)C(=O)c2ccccc2)OCCCC[C@H](C)Oc2ccc(NC(=O)CCC(F)(F)F)cc2C1=O the results were TcdB inh 0.2.
Screening CCC(=O)N(C)C[C@@H]1Oc2ncc(Br)cc2C(=O)N([C@H](C)CO)C[C@@H]1C returned TcdB inh 1.1.
CC(C)C#Cc1ccc2c(c1)O[C@H](CN(C)C(=O)c1ccccc1)[C@H](C)CN([C@@H](C)CO)S2(=O)=O was read as TcdB inh -1.0.
For CC(=O)N1CC2(C1)[C@H](c1ccc(-c3ccc(C#N)cc3)cc1)[C@H](CO)N2CCC(F)(F)F the results were TcdB inh -0.9.
`CCCNC(=O)N(C)C[C@@H]1Oc2ncc(-c3ccc(OC)cc3)cc2C(=O)N([C@H](C)CO)C[C@@H]1C` gave TcdB inh 0.8.
Screening COc1ccccc1S(=O)(=O)N[C@H]1CC[C@H](CCn2cc(C3CCCCC3)nn2)O[C@H]1CO returned TcdB inh -1.4.
CO[C@@H]1CN(C)C(=O)c2cc(NC(=O)Nc3ccc(Cl)cc3)ccc2OC[C@@H](C)NC[C@@H]1C was read as TcdB inh 1.0.
`O=C(C[C@H]1C=C[C@@H](NC(=O)NC2CCCC2)[C@H](CO)O1)NCc1ccc(F)cc1` gave TcdB inh -0.1.
`C[C@H]1CN([C@@H](C)CO)C(=O)c2cc(-c3cncnc3)cnc2O[C@H]1CN(C)C(=O)c1cccc(F)c1` gave TcdB inh -0.1.
Screening CO[C@@H]1CN(C)C(=O)c2cc(NS(C)(=O)=O)ccc2OC[C@@H](C)N(Cc2ccccc2)C[C@H]1C returned TcdB inh -0.7.
Screening CN(C)C(=O)C[C@H]1CC[C@@H]2[C@@H](COc3ccc(NC(=O)C4CCOCC4)cc3C(=O)N2C)O1 returned TcdB inh 0.3.
CCCNC(=O)Nc1ccc2c(c1)OC[C@H](C)N(CCC)C[C@@H](C)[C@H](OC)CN(C)C2=O was read as TcdB inh 0.2.
For C[C@H]1CN([C@@H](C)CO)C(=O)c2cccc(NS(=O)(=O)c3ccc(F)cc3)c2O[C@@H]1CN(C)S(=O)(=O)c1cccs1 the results were TcdB inh 0.1.
COc1ccc(S(=O)(=O)Nc2ccc3c(c2)C(=O)N([C@H](C)CO)C[C@H](C)[C@@H](CN(C)S(=O)(=O)c2ccc(Cl)cc2)OCCCC[C@H](C)O3)cc1 was read as TcdB inh -1.5.
For CCC(=O)N1CC2(C1)[C@H](c1ccc(-c3ccc(C)cc3)cc1)[C@@H](CO)N2S(=O)(=O)CC the results were TcdB inh -2.4.
Screening COc1ccc(CN(C)C[C@@H]2OCCCC[C@@H](C)Oc3ccc(NC(=O)CCC(F)(F)F)cc3C(=O)N([C@H](C)CO)C[C@H]2C)cc1 returned TcdB inh -2.7.
Screening C[C@@H]1CN([C@H](C)CO)C(=O)c2cc(C3=CCCC3)cnc2O[C@@H]1CN(C)C(=O)Nc1ccc(C(F)(F)F)cc1 returned TcdB inh 0.8.
CC(C)NC(=O)N(C)C[C@H]1OCCCC[C@H](C)Oc2ccc(NC(=O)Nc3ccc(F)cc3)cc2C(=O)N([C@@H](C)CO)C[C@H]1C was read as TcdB inh -0.8.
`Cc1ccc(S(=O)(=O)Nc2ccc3c(c2)C(=O)N([C@@H](C)CO)C[C@@H](C)[C@H](CN(C)S(=O)(=O)c2ccccc2)O3)cc1` gave TcdB inh 0.0.
`O=S(=O)(N[C@H]1CC[C@@H](CCn2cc(-c3ccccn3)nn2)O[C@H]1CO)c1cccc(Cl)c1` gave TcdB inh 1.4.
Screening CCCC(=O)Nc1ccc2c(c1)C(=O)N(C)C[C@@H](OC)[C@@H](C)CN(Cc1ccccc1F)[C@H](C)CO2 returned TcdB inh -0.5.
`CCNC(=O)[C@@H]1[C@@H](CO)[C@@H]2Cn3c(ccc(-c4ccc(OC)cc4)c3=O)[C@H]1N2S(C)(=O)=O` gave TcdB inh -0.8.
`CC(C)NC(=O)N(C)C[C@H]1OCc2ccccc2-c2c(n(C)c3ccccc23)C(=O)N([C@H](C)CO)C[C@@H]1C` gave TcdB inh 1.0.
C[C@H]1CN([C@@H](C)CO)C(=O)c2cc(NC(=O)Cc3cn(C)c4ccccc34)ccc2O[C@@H]1CN(C)C(=O)Nc1ccc(C(F)(F)F)cc1 was read as TcdB inh -0.4.
`O=C(c1ccc(F)cc1)N1CC(=O)N2[C@H](CO)[C@@H](c3ccc(C#CCC4CCCC4)cc3)[C@H]2C1` gave TcdB inh -0.1.
For O=C(Cc1ccncc1)Nc1ccc2c(c1)[C@H]1C[C@@H](CC(=O)N3CCc4ccccc4C3)O[C@H](CO)[C@H]1O2 the results were TcdB inh -0.6.
`COc1ccccc1Cc1c(-c2ccc(C)cc2)nc2ccc(C)cn12` gave TcdB inh 0.8.
Screening CCCN1C[C@@H](C)[C@@H](OC)CN(C)C(=O)c2cc(NC(=O)NC3CCCC3)ccc2OC[C@H]1C returned TcdB inh -0.2.
COc1cccc(NC(=O)N2CC(=O)N3[C@@H](CO)[C@@H](c4ccc(Br)cc4)[C@@H]3C2)c1 was read as TcdB inh -0.4.
For CO[C@@H]1CN(C)C(=O)c2cc(NC(=O)c3nc4ccccc4s3)ccc2OC[C@@H](C)N(Cc2cccnc2)C[C@@H]1C the results were TcdB inh 1.6.
`C[C@@H]1CN([C@H](C)CO)C(=O)c2cccc(NC(=O)Nc3ccccc3)c2O[C@@H]1CN(C)C(=O)NC1CCCCC1` gave TcdB inh -1.2.
`CN1C(=O)[C@@]2(O[C@H]3C=CC=CN3C3=C2C(=O)CCC3)c2cccc(Br)c21` gave TcdB inh -0.4.
Screening COc1ccccc1CNC(=O)C[C@@H]1CC[C@@H]2[C@H](COC[C@H](O)CN2Cc2cccc(-c3ccncc3)c2)O1 returned TcdB inh 1.8.
C/C=C/c1ccc(C2[C@H]3CNC[C@@H]2N3Cc2nccs2)cc1 (some centres not stated) was read as TcdB inh 0.1&-1.6.
`CCCC#Cc1ccc2c(c1)O[C@H](CN(C)C(=O)CN(C)C)[C@H](C)CN([C@H](C)CO)S2(=O)=O` gave TcdB inh 0.5.
COC(=O)[C@]1(Cc2ccccc2)NC=C(C(=O)c2ccc(F)cc2)[C@@H]1c1ccccc1 was read as TcdB inh 0.8.
Screening CCCNC(=O)N1C[C@H](O)COC[C@@H]2O[C@H](CC(=O)N3CCN(C)CC3)CC[C@H]21 returned TcdB inh -0.8.
`CCCNC(=O)N1[C@H](CO)[C@@H](c2ccc(-c3ccccc3F)cc2)[C@@H]1C#N` gave TcdB inh 0.6.

Gathered by group, those above containing an aryl methoxy group.
For COc1ccc(C#Cc2cnc3c(c2)C(=O)N([C@@H](C)CO)C[C@H](C)[C@@H](CN(C)C(=O)CN(C)C)O3)cc1 the results were TcdB inh 1.4.
CCCN(C)C[C@H]1Oc2cc(-c3ccccc3OC)ccc2S(=O)(=O)N([C@@H](C)CO)C[C@H]1C was read as TcdB inh 0.4.
For COc1ccc(CN(C)C[C@@H]2OCCCC[C@H](C)Oc3ccc(NS(=O)(=O)c4ccc(F)cc4)cc3C(=O)N([C@H](C)CO)C[C@@H]2C)cc1 the results were TcdB inh 2.0.
`COc1ccc(S(=O)(=O)Nc2cccc3c2O[C@@H](CN(C)Cc2ccncc2)[C@H](C)CN([C@@H](C)CO)C3=O)cc1` gave TcdB inh 1.3.
`CCCNC(=O)N(C)C[C@@H]1Oc2ncc(-c3ccc(OC)cc3)cc2C(=O)N([C@H](C)CO)C[C@@H]1C` gave TcdB inh 0.8.
Screening COc1ccccc1S(=O)(=O)N[C@H]1CC[C@H](CCn2cc(C3CCCCC3)nn2)O[C@H]1CO returned TcdB inh -1.4.
COc1ccc(S(=O)(=O)Nc2ccc3c(c2)C(=O)N([C@H](C)CO)C[C@H](C)[C@@H](CN(C)S(=O)(=O)c2ccc(Cl)cc2)OCCCC[C@H](C)O3)cc1 was read as TcdB inh -1.5.
Screening COc1ccc(CN(C)C[C@@H]2OCCCC[C@@H](C)Oc3ccc(NC(=O)CCC(F)(F)F)cc3C(=O)N([C@H](C)CO)C[C@H]2C)cc1 returned TcdB inh -2.7.
`CCNC(=O)[C@@H]1[C@@H](CO)[C@@H]2Cn3c(ccc(-c4ccc(OC)cc4)c3=O)[C@H]1N2S(C)(=O)=O` gave TcdB inh -0.8.
`COc1ccccc1Cc1c(-c2ccc(C)cc2)nc2ccc(C)cn12` gave TcdB inh 0.8.
COc1cccc(NC(=O)N2CC(=O)N3[C@@H](CO)[C@@H](c4ccc(Br)cc4)[C@@H]3C2)c1 was read as TcdB inh -0.4.
Screening COc1ccccc1CNC(=O)C[C@@H]1CC[C@@H]2[C@H](COC[C@H](O)CN2Cc2cccc(-c3ccncc3)c2)O1 returned TcdB inh 1.8.
